Pf growth 48h = P. falciparum growth inhibition at 48 hours (one generation) | P. falciparum luciferase growth in erythrocytes, 48 h | Potency, µM (titrated, usually from 28.7 µM), for inactives: top-dose activity change, negative = inhibition, hits mostly inhibitors | actives 5.9% (n = 310,000) | AID 504832; also: potency is read from the fitted curve at half-maximal effect; % is scaled to controls: 0 for no effect and ±100 for the full control effect
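Parasite viability was followed by luminescence of a genomically integrated firefly luciferase. Cultures held 0.1% parasitemia at 2% hematocrit (final), incubated under 5% CO2 at 37 C.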
Cycloheximide cs = counter-screen for Shiga toxin inhibitors: cycloheximide protein synthesis inhibition. AID 2314. cell reporter, cycloheximide protein synthesis inhibition counterscreen. actives 12% (n = 300,000). max response, %; in the data active = max response mostly above about 13%, no sharp cut-off; inactive = mostly below about 14%; also: read at 38.3 µM for the half of the compounds with a filed dose; 0% is about no effect
Pf growth 96h = inhibits malaria parasite growth, 96 h; P. falciparum luciferase reporter growth, 96 h; Potency, µM (series often up to 28.7 µM), for inactives: at the highest dose activity change, negative = inhibition, actives largely listed as inhibitors; actives 6.9% (n = 320,000); also: potency is read from the fitted curve at half-maximal effect; % is scaled to controls: 0 for no effect and ±100 for the full control effect
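P. falciparum expressing integrated firefly luciferase, in erythrocytes at 2% hematocrit, 0.05% parasitemia, incubated with compounds 96 h at 37 C, 5% CO2. Growth inhibition read as loss of luminescence; two-generation exposure targets delayed-death apicoplast inhibitors.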
HCV inhibitor = blocks hepatitis C virus; Huh7.5.1 HCVcc-Cre infection, luciferase reporter, 44 h; Potency, µM (titrated, usually from 41.8 µM), for the others: at the highest dose activity change, negative = inhibition, actives largely listed as inhibitors; actives 3.4% (n = 340,000); also: potency is read from the fitted curve at half-maximal effect; % is scaled to controls: 0 for no effect and ±100 for the full control effect
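Compounds are dispensed onto cells plated 4 h earlier at 1,000 per well, with HCVcc-Cre virus (about 0.5 moi) added next. Following 44 h of culture, luminescent signal is measured for 15 sec after 15 min with substrate at room temperature.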
Shiga toxin inh = inhibitors of Shiga toxin in Vero cells | Vero cells, Shiga toxin protein synthesis inhibition reporter | inhibition, % at 38.7 µM | actives 9.2% (n = 290,000) | AID 2315; in the data active = inhibition mostly above about 28%, no sharp cut-off; inactive = mostly below about 43%; also: 0% is about no effect
FBPA Giardia inh = blocks Giardia fructose-bisphosphate aldolase activity | actives 0.71% (n = 290,000) | purified Giardia FBPA | Potency, µM (series often up to 59.6 µM), inactives show at the top dose activity, negative = inhibition, most hits filed as inhibitors; also: potency is read from the fitted curve at half-maximal effect; % is scaled to controls: 0 for no effect and ±100 for the full control effect; nearly all actives have a fitted effect of over 55% in size
Target sequence (A8B2U2 whole entry, looked up): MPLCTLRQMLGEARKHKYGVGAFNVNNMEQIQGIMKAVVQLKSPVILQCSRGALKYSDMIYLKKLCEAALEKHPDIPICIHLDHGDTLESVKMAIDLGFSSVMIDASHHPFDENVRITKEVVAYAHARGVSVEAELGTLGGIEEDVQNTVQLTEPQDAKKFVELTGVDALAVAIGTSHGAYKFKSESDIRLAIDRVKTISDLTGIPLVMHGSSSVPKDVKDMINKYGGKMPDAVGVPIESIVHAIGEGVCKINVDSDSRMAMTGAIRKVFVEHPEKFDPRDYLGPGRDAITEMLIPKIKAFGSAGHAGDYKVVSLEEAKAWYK
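Giardia FBPA (40 nM reagent) was preincubated 10 min at RT with compound (up to 57.5 uM final), then substrate plus GAPDH/TPI/NAD/arsenate coupling system with diaphorase/resazurin was added; resorufin fluorescence (525/598 nm) was read after 20 min.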
Active calls of the source: *; ? = inconclusive; . = not tested or not shown; [ ] = another dose, or the depositor's remark. Unless noted, calls follow the shape of the dose curve; as a rule, active = well fitted curve in the direction sought with a large enough effect; inconclusive = small, poorly fitted or top-dose-only effect, or another doubt; inactive = no such curve, though single readings can be large; an effect the other way counts as inactive or inconclusive.

No.	Molecule	Pf growth 48h	Cycloheximide cs	Pf growth 96h
1	Cc1cc(C(=O)OCC(=O)N(C)C2CCS(=O)(=O)C2)c(C)n1-c1ccccc1 (stereo unspecified)	?	-2	-10%
2	COc1ccc(-c2nnc(SCC(=O)N3CCCc4ccccc43)o2)cc1OC	-8%	-5	12µM*
3	Cc1cn(C)c(=O)n(C)c1=O	?	5	29%
4	O=C1CC(Nc2ccccc2)C(=O)N1c1ccc(N2CCOCC2)cc1 (stereo unspecified)	1%	3	?
5	COc1ccc(-c2nc(C(F)(F)F)c(OC)o2)cc1OC	9%	-4	0%
6	Cc1ccc(NC(=O)c2cc3ccccc3o2)cc1S(=O)(=O)N(C)C	188%[activator]	54*	.
7	Cc1ccc(C(=O)Nc2nc(COc3ccccc3)cs2)s1	7%	31*	-16%
8	CCCCCn1c(CNC(=O)CCC)nc2ccccc21	8%	-1	-12%
9	N#CC1(NC(=O)COc2cc(F)ccc2[N+](=O)[O-])CCCCC1	-28%	.	?
10	O=C(/C=C/c1ccc(O)cc1)c1ccc(NC2=C(N3CCCCC3)C(=O)c3ccccc3C2=O)cc1	0.52µM*	59*	0.17µM*

No.	HCV inhibitor	Shiga toxin inh	FBPA Giardia inh
1	3%	17	8%
2	10%	8	1%
3	31%[activator]	-9	10%
4	25%	2	-13%
5	-19%	-15	2%
6	11µM*	78	3%
7	11µM*	82*	6%
8	31%[activator]	14	0%
9	10%	.	.
10	10µM*	160*	?

3 compounds from above, reduced to Shiga toxin inh:
| No. | Structure | Shiga toxin inh |
| --- | --- | --- |
| 5 | COc1ccc(-c2nc(C(F)(F)F)c(OC)o2)cc1OC | -15 |
| 6 | Cc1ccc(NC(=O)c2cc3ccccc3o2)cc1S(=O)(=O)N(C)C | 78 |
| 7 | Cc1ccc(C(=O)Nc2nc(COc3ccccc3)cs2)s1 | 82* |

Copied from above for reference:
No.	Molecule	Pf growth 48h	Cycloheximide cs	Pf growth 96h
7	Cc1ccc(C(=O)Nc2nc(COc3ccccc3)cs2)s1	7%	31*	-16%
8	CCCCCn1c(CNC(=O)CCC)nc2ccccc21	8%	-1	-12%

No.	HCV inhibitor	Shiga toxin inh	FBPA Giardia inh
7	11µM*	82*	6%
8	31%[activator]	14	0%

Later entries.
No.	Molecule	Pf growth 48h	Cycloheximide cs	Pf growth 96h
11	CC1CCN(C(=O)CSc2nnc3c(n2)[nH]c2ccccc23)CC1	?	-5	34%[activator]
12	O=c1n(Cc2ccccc2Cl)c2sc3c(c2c2ncnn12)CCCC3	?	-3	94%[activator]
13	Cc1c(Cl)cccc1NC(=O)c1cc(-c2ccco2)on1	42%[activator]	36	168%[activator]
14	COc1cc(/C=N/NC(=O)NC23CC4CC(CC(C4)C2)C3)ccc1O	?	8	?
15	O=C(CNS(=O)(=O)c1cccc2nsnc12)NCCc1ccccc1	9%	-2	-6%
16	Cc1nn(-c2ccc(N3CCCCC3)nn2)c(C)c1CCC(=O)Nc1cccc(F)c1	84%[activator]	44*	?
17	CC(C)(C)c1ccc(C(=O)Nc2nonc2-c2nc3ccccc3[nH]2)cc1	3%	-2	10%[5.75 µM]
18	O=C(Nc1ccccc1)C1=C[C@@H](C2CCCCC2)C[C@@H](OCc2ccc(CO)cc2)O1	?	40*	?
19	COc1ccc(/C=C/C(=O)Nc2cccc(C(C)=O)c2)cc1	136%[activator]	60*	?
20	Cn1ccnc1SCC(=O)c1ccc2ccccc2c1	217%[activator]	39*	157%[activator]

No.	HCV inhibitor	Shiga toxin inh	FBPA Giardia inh
11	?	-5	.
12	1%	10	5%
13	-17%	54*	-6%
14	0%	37*	-5%
15	2%	-3	-5%
16	14%	84*	30%
17	-8%	-3	10%
18	?	84*	-5%
19	?	68*	-19%
20	-17%	88*	-8%

Following part
No.	Molecule	Pf growth 48h	Cycloheximide cs	Pf growth 96h
21	O=[N+]([O-])c1cc(S(=O)(=O)Nc2ccccc2)ccc1N1CCN(c2ccccc2)CC1	?	0	?
22	CCc1cc2c(NCCC(=O)O)ncnc2s1	18%	-4	12µM*
23	O=C(COc1ccc(Cl)cc1)NCc1nnc(SCC(=O)NC2CCCCC2)o1	?	-4	?
24	Cc1cc(Cl)ccc1OCCCC(=O)N1CCCc2ccccc21	.	6	?
25	COc1ccc2c(c1)C(C)=CC(C)(C)N2C(=O)CN1C(=O)CCC1=O	-18%	-2	?
26	O=C(Nc1nc2ccccc2[nH]1)c1cc2ccccc2o1	-22%	35*	-4%
27	Cn1c(Cc2ccccc2)nnc1SCCC(=O)Nc1ccccc1	?	-1	4%
28	COc1cc(C=C2C(=O)NC(=O)NC2=O)cc(OC)c1OC	11%	-4	?
29	NC(=O)C1CCN(C(=O)COc2cccc3cccnc23)CC1	7%	-5	-2%
30	Cc1ccc(C)c(N2CCN(C(=O)c3csc(C)c3C)CC2)c1	-21%	-1	20%

No.	HCV inhibitor	Shiga toxin inh	FBPA Giardia inh
21	13µM*	-12	-7%
22	9%	-2	8%
23	11%	-17	4%
24	?	-6	0%
25	2%	-3	-2%
26	4%	54*	-14%
27	-2%	-5	-1%
28	19%	-7	-12%
29	19%	34	0%
30	6%	11	2%

The list goes on.
No.	Molecule	Pf growth 48h	Cycloheximide cs	Pf growth 96h
31	Cc1[nH]nc2c1C1(CCN(C(=O)c3ccccc3)CC1)C(C#N)=C(N)O2	2%	2	-25%
32	CCCCn1c(N)c(N(CC)C(=O)C2=COCCO2)c(=O)[nH]c1=O	15%	.	17%
33	C/C(=N\OC(=O)c1ccc(Cl)cc1)c1sc(-c2ccccc2)nc1C	204%[activator]	19	204%[activator]
34	CCCCn1c(N)c(N(CC(C)C)C(=O)c2ccc(N3C(=O)CCC3=O)cc2)c(=O)[nH]c1=O	-7%	.	10%
35	COc1ccc(C(C)=O)cc1CSc1nnc(-c2ccc(Cl)cc2)n1-c1ccccc1	?	9	9.3µM*
36	Cc1ccc(C(=O)c2c3ccc(C(F)(F)F)cc3nn2CCC(N)=O)cc1	?	.	?
37	CCSc1oc(-c2ccccc2)nc1S(=O)(=O)c1ccccc1	-11%	0	3%
38	COc1ccc(C(=O)Nc2cc3c(cc2Cl)OCCCO3)cc1	.	45*	199%[activator]
39	O=C(N[C@@H]1CN2CCC1CC2)c1cc(Cl)cc2[nH]cnc12	.	5	.
40	O=C(NCc1cccc(F)c1)C1CCC(=O)N(C2CCCC2)C1 (stereo unspecified)	14%	-3	19%

No.	HCV inhibitor	Shiga toxin inh	FBPA Giardia inh
31	-3%	-5	-1%
32	-10%	.	.
33	1%	22	-11%
34	-1%	.	.
35	7.9µM*	-25	2%
36	?	.	.
37	?	-6	0%
38	-25%	94*	1%
39	.	-1	-1%
40	7%	-7	6%

(continued)
No.	Molecule	Pf growth 48h	Cycloheximide cs	Pf growth 96h
41	Cc1cc(N2CCN(Cc3ccc4c(c3)OCO4)CC2)n2ncnc2n1	-6%	-4	39%[activator]
42	COc1ccc(/C=C2\SC(=S)N(CCC(=O)NCCCN3CCOCC3)C2=O)cc1	?	13*	31%[activator]
43	CCOC(=O)Cc1nnc(NC(=O)CSc2nnc3c4ccccc4n(C(C)C)c3n2)s1	?	-2	24%
44	CCOC(=O)COc1ccc(/C=C2\C(=O)NC(=S)N(c3ccc(OC)cc3)C2=O)cc1OC	-5%	-6	?
45	CC1NC(=S)N(Cc2ccccc2)C1=O (stereo unspecified)	5%	2	7%
46	Cc1ccc2nc(C(=O)N3CCc4c([nH]c5ccccc45)C3c3ccccn3)cn2c1 (stereo unspecified)	11%	-4	9.3µM*
47	CC(C)(C)NC(=O)C(c1ccncc1)N(Cc1cccs1)C(=O)c1csnn1 (stereo unspecified)	-3%	-3	?
48	CCOC(=O)C1CCN(C(=O)/C=C/c2cc(OC)c(OC)c(OC)c2)CC1	-22%	-4	-27%
49	CCOc1cc(S(=O)(=O)n2c(C)nc3ccccc32)ccc1F	4%	-3	19%
50	CC(C)c1ccc(C(=O)CSc2n[nH]c(-c3ccncc3)n2)cc1	.	8	2.6µM*

No.	HCV inhibitor	Shiga toxin inh	FBPA Giardia inh
41	4%	26	-13%
42	-20%	28	11%
43	?	28	?
44	8%	-16	-3%
45	14%	-8	9%
46	1%	-10	3%
47	-22%	-2	3%
48	?	-4	1%
49	-19%	-9	-15%
50	-24%	15	23%

Other records
No.	Molecule	Pf growth 48h	Cycloheximide cs	Pf growth 96h
51	CCOC(=O)c1cc(-c2ccc(C)o2)nn1CCC#N	?	2	12µM*
52	Clc1ccc2nc(CSCc3ccccc3)cn2c1	301%[activator]	49*	294%[activator]
53	CSc1ccc(-c2nc3cnccn3c2Nc2ccc3c(c2)OCO3)cc1	.	-1	0%
54	Cc1cccc(N(Cc2cc3cc(C)ccc3[nH]c2=O)C(=O)c2cccs2)c1	13µM*	-4	7.4µM*
55	Cc1ccc(N(C(=O)CCCC(=O)Nc2ccccn2)C(C(=O)NC2CCCC2)c2ccc(O)cc2)cc1C (stereo unspecified)	?	3	-45%
56	CCOC(=O)c1c(COc2ccccc2)oc2ccc(O)cc12	.	-4	.
57	Nc1nc(-c2ccccc2)nc2sc3c(c12)CCCC3	153%[activator]	53*	-1%
58	Cc1nn(-c2cccc(Cl)c2)c2nc(C(F)(F)F)[nH]c(=O)c12	19%	-2	-11%
59	O=C(NCCNc1ccccc1[N+](=O)[O-])c1ccccc1F	192%[activator]	46*	45%[activator]
60	CC(C)C(NC(=O)c1c(F)cccc1F)C(=O)N1CCN(S(=O)(=O)c2ccc(F)cc2)CC1 (stereo unspecified)	?	.	?

No.	HCV inhibitor	Shiga toxin inh	FBPA Giardia inh
51	-12%	13	8%
52	-15%	99*	-2%
53	?	-13	-12%
54	?	2	0%
55	-18%	-5	-6%
56	?	-7	1%
57	?	124*	-12%
58	15%	10	-10%
59	-10%	61*	-17%
60	0%	.	.

Other records follow.
No.	Molecule	Pf growth 48h	Cycloheximide cs	Pf growth 96h
61	Cc1ccc2cc3cc(C(=O)NC4CCCCC4)oc3nc2c1	?	17	?
62	O=C(Nc1ccc2c(c1)OCCO2)c1ccc(Cl)c(S(=O)(=O)N2CCCCC2)c1	6.6µM*	45*	.
63	O=C(NC1CCCCC1)C(c1cccnc1)N(C(=O)c1csnn1)c1ccc(F)cc1 (stereo unspecified)	-6%	-1	?
64	Cc1ccccc1NC(=O)COC(=O)c1ccc2nc(C)c(C)nc2c1	-12%	.	10%
65	CCCCn1c(CNC(=O)C23CC4CC(CC(C4)C2)C3)nnc1SCC(=O)Nc1nnc(C)s1	3%	-2	2%
66	O=[N+]([O-])c1cccc(/C=C/c2ccccn2)c1	146%[activator]	29*	228%[activator]
67	Cc1cc2ccccc2n2c(SCC(=O)NCc3cccs3)nnc12	12%	2	.

No.	HCV inhibitor	Shiga toxin inh	FBPA Giardia inh
61	-24%	13	.
62	?	147*	-8%
63	8%	-4	8%
64	2%	.	.
65	15%	-3	7%
66	13µM*	54*	-12%
67	?	-17	6%
